# Bioassay records as filed in PubChem.
# ERK EGF block: blocks ERK signaling stimulated by EGF | HEK293-V1b, EGF-stimulated phospho-ERK AlphaScreen | Potency, µM (top dose mostly 11.5 µM), without a hit: at the top dose activity change, negative = inhibition, actives largely listed as inhibitors | 0.41% of 130,000 active | AID 1454; active = well fitted inhibition curve with a large enough effect; inconclusive = small, poorly fitted or top-dose-only effect, or effect the other way;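 note: plate controls were stimulated vehicle wells for no effect and unstimulated vehicle basal for full effect; nearly all actives have a fitted effect of over 55% in size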
#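 Homogeneous cell-based phospho-ERK assay: HEK293/V1b cells in 1% FBS, compound 30 min then EGF 5 min, AlphaScreen luminescence. Activity normalized between DMSO and 25 nM EGF controls; AC50 from Hill modelling.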
# * = called active by the depositor; ? = inconclusive; & = joins results of further samples; [ ] = dose if it differs, or a comment. Potency is the fitted concentration of half-maximal effect. Some of the compounds tested (hit frequency here may not be typical).
SMILES,ERK EGF block
Cc1ccc(-c2nnn(CCC(=O)NC(C)(C)C)n2)cc1,3.8%
Nn1c(SCC(=O)Nc2ccc(Oc3ccccc3)cc2)nnc1C1CC1,-7.2%
N#CCn1c2ccccc2c2nc3ccccc3nc21,3.5%
CC(C)(C)C1CCc2c(sc(NC(=O)C3CC=CCC3C(=O)O)c2C#N)C1 (stereo unspecified),2.3%
CCOC(=O)c1ccc(N/N=C/c2cc(Br)cc([N+](=O)[O-])c2O)cc1,?
CCC1(CC)NC(=O)N(CC(=O)Nc2ccc(S(=O)(=O)N3CCOCC3)cc2)C1=O,?
CCN1CCN(c2nc(S(=O)(=O)c3ccc(C)cc3)c(Cl)s2)CC1,-12.5%
CC1(C)CC(N2CCCC2)=CC(=[N+]2CCCC2)C1,0.0%
CC(C)C(C)NC(=O)CN1C(=O)NC2(CCCc3ccccc32)C1=O (stereo unspecified),7.4%
CC(C)NC(=O)CC1C(=O)NCCN1CC(c1ccccc1)c1ccccc1 (stereo unspecified),-13.4%[57.5 µM]
CNC(=O)NC(=O)C(C)OC(=O)CCCSc1nc2ccccc2s1 (stereo unspecified),7.3%
CCOC(=O)/C(C#N)=C/c1cn(CCC(=O)O)nc1-c1ccc(F)cc1,-3.4%
Cc1ccc(NC(=S)N(Cc2ccc(Cl)cc2)Cc2ccc(C(=O)O)cc2)cc1Cl,-6.8%
CCOC(=O)/C(C#N)=C/c1c(OCC)n(CC)c2ccccc12,-5.1%
COc1cc(/C=N/NC(=O)C[n+]2ccccc2)cc(OC)c1OC(C)=O,-5.9%[57.5 µM]
COc1ccc2nc(Nc3nc(CSc4nc5ccccc5[nH]4)cc(=O)[nH]3)nc(C)c2c1,2.7%
N#CCSc1nnc(-c2ccc3c(c2)OCO3)o1,-15.3%[57.5 µM]
CCOc1ccc(Nc2nc(N)nc(CN(C)C3CCCCC3)n2)cc1,-2.4%
COC(=O)C1(CC(C)C)C=C2C(=C(C(C)C)C(=O)C2C)CN1 (stereo unspecified),-1.6%
COc1ccc(-c2[nH]ncc2CN(Cc2nccn2C)C(C)C)c(F)c1,6.1%
COc1ccc(C(=O)NCc2nnc(SC)n2Cc2ccccc2)cc1,2.7%
Nc1c([N+](=O)[O-])cc(-c2cnc[nH]2)cc1[N+](=O)[O-],-14.2%
COc1ccc(/C=C/C(=O)Nc2ccccc2)cc1S(=O)(=O)N1CCOCC1,8.5%[57.5 µM]
CN(C)C(=O)c1c2c(nc3ccccc13)CCCC2,3.8%
O=C(O)CSc1nnc(COc2cccc3cccnc23)n1-c1ccc(Cl)cc1,-10.0%
O=C1NC(=Nc2ccccc2)S/C1=C\c1cccnc1,2.4%[57.5 µM]
CCOC(=O)/C=C1\SCC(=O)N1Cc1ccc(Br)cc1,6.6%
COc1ccc(N(C(=O)c2ccc(Br)o2)C2C=CS(=O)(=O)C2)c(OC)c1 (stereo unspecified),-6.0%
C=CCN1C(=O)CS/C1=N\S(=O)(=O)c1ccc(Cl)cc1,-5.1%
Cc1cc(C)n2cc(CSc3ccc(Cl)cc3)nc2n1,-12.0%[57.5 µM]
CC(C)(C)c1n[nH]c2c1CCCC2,4.7%
Cc1ccc(CNC(=O)CCC2CCCN(C(=O)CCC(F)(F)F)C2)o1 (stereo unspecified),0.4%
O=C(COC(=O)/C=C/c1ccco1)NCc1ccccc1,-9.8%
Cc1ccc(C)c(S(=O)(=O)N2CCCOC2CNC(=O)C(=O)NCc2cccnc2)c1 (stereo unspecified),0.4%
CC(=O)Nc1ccc(SC[C@H](c2ccccc2)N2CCN(CCc3ccccc3)CCC2=O)cc1,10.1%[57.5 µM]
CCN(CC)CC(=O)Nc1sc2c(c1C(=O)c1ccccc1C)CCC2,-6.5%
CCN1CCN(Cc2ccc(NC(=O)c3ccc(C)c(NC(=O)c4nccn4C)c3)cc2C(F)(F)F)CC1,-16.8%[57.5 µM]
O=C1Nc2ccccc2C1=Nc1ccc(S(=O)(=O)Nc2nccs2)cc1,4.7%[57.5 µM]
O=C(NNc1ncccc1-n1cccc1)c1ccc(Cl)cc1,5.4%[57.5 µM]
O=C(CC1C(=O)NCCN1Cc1ccoc1)NCc1cccc(OC(F)(F)F)c1 (stereo unspecified),-7.6%[57.5 µM]
C[C@@]12CCC3c4ccc(O)cc4CCC3C1CCC2O (stereo partly specified),5.4%
C/C(N=Nc1nc2ccccc2s1)=N\Nc1ccccc1O,?
CCOc1ccc(Cn2cc(F)c(=O)[nH]c2=O)cc1,-6.2%[57.5 µM]
O=C(Nc1nnc(-c2ccc(F)cc2)o1)c1cccc([N+](=O)[O-])c1,-3.8%
O=C(CSc1ncccn1)NC(=O)c1ccccc1,0.7%
O=C(Nc1ccccn1)c1ccc2c(c1)OCCO2,3.7%
CCc1nnc(NC(=O)c2n[nH]c(=O)c3ccccc23)s1,-14.2%[57.5 µM]
CCN(Cc1ccccc1)C(=O)c1ccc(CNS(=O)(=O)c2ccc(C)cc2)cc1,-4.3%
FC(F)(F)c1cc(CO[C@H]2CCCN[C@H]2c2ccccc2)cc(C(F)(F)F)c1,7.0%&-12.3%
Cc1ccc(-c2cn3cccnc3n2)cc1NC(=O)c1cccs1,3.4%
CCOC(=O)N1CCC(N(CCN(C)C)C(=S)Nc2ccccc2Cl)CC1,0.8%
CN(CCN1CCOCC1)Cc1nc(-c2ccccc2)no1,11.3%
CCOC(=O)N1CCN(C(=O)/C(=C\c2cccs2)NC(=O)c2cccs2)CC1,-1.9%
Cc1nnc(SCC(=O)N2CCN(S(=O)(=O)c3ccccc3)CC2)s1,-1.3%
CC1CCN(c2nc3nonc3nc2N2CCC(C)CC2)CC1,-0.6%
O=C1NC[C@@H](Cc2cccc3ccccc23)N(CC2(c3ccccc3)CC2)C1=O,-3.2%[57.5 µM]
COCc1cc(C)nc(SCC[N+](C)(C)CC(=O)Nc2ccccc2)c1C#N,-3.3%
Cc1ncsc1C(=O)O,-4.3%
CC(C)c1ccc(C2=C(O)c3ccccc3C(=O)C2=O)cc1,1.1%
COc1cc(NC(=O)CN2C(=O)C(c3ccccc3)=NC23CCCCCC3)cc(OC)c1,-1.5%

# The listing continues.
SMILES,ERK EGF block
CCc1cc2ccc(C)cc2nc1SCC(=O)Nc1cc(OC)c(OC)cc1C(=O)O,-3.2%
COc1cc(CCC(=O)Oc2ccc(C(C)=O)cc2)cc(OC)c1OC,11.9%
O=S(=O)(c1ccc(Cl)cc1)N1CCN(c2nc(-c3cccs3)nc3ccccc23)CC1,-1.5%
CC(=O)c1ccc(N2CCN(S(=O)(=O)c3ccccc3)CC2)c(F)c1,-6.6%
Cc1c(Cl)ccc2c(C(=O)NCCN3CCCCC3)cc(-c3ccccn3)nc12,-9.7%
COc1ncc2nc(C)c(=O)n(Cc3cccs3)c2n1,10.0%
CCC/C(O)=C1\C(=O)CC(C)(C)CC1=Nc1ccccc1O,0.5%
Cc1ccc(NC(=O)CSc2n[nH]c(=O)n2C2CC2)cc1S(=O)(=O)N1CCOCC1,10.9%
CC(=O)NCC(=O)N(Cc1ccco1)C1(C(=O)NC2CCCC2)CCCCC1,-1.5%
Cc1[nH]n(-c2ccc(Br)cc2)c(=O)c1C=Nc1ccc(S(=O)(=O)Nc2nccs2)cc1,?
Cc1cc2nnc(SCC(=O)N3CCCCCC3)n2c(N)n1,-8.1%
NCCCC[C@H]1CN=C(N)N1CCC12CC3CC(CC(C3)C1)C2,-11.4%[57.5 µM]
Cc1ccc(N(CC(O)CN2C(=O)NC(C)(C)C2=O)S(=O)(=O)c2ccc(C)cc2)cc1 (stereo unspecified),22.9%[57.5 µM]
CSc1nc2ccc(NS(=O)(=O)c3ccc(Br)s3)cc2s1,-1.3%[57.5 µM]
COc1ccc(-c2nn(-c3ccccc3)cc2/C=N/Nc2ccc(Cl)c(C(=O)O)c2)cc1OC,-32.2%[57.5 µM]
COC(=O)c1sc2[nH]c(=S)n(N)c(=O)c2c1C,-12.1%
COc1ccc(-n2c(Cc3cc(=O)[nH]c(=O)[nH]3)nnc2SCC(=O)Nc2cc(C(F)(F)F)ccc2Cl)cc1,1.1%
CCOC(=O)c1ccc(N=c2sc(C(=O)OC)cc(=O)n2Cc2ccco2)cc1,-2.2%
CC12CCC(C/C1=N\OC(=O)c1c(F)cccc1F)C2(C)C (stereo unspecified),-11.5%[57.5 µM]
CC(C)NC(=O)CN1CCN(C(=O)CCl)CC1,-2.5%
Cc1ccccc1OCC(=O)NCCC1=CCCCC1,12.2%
CC(C)NC(=O)c1cnn2c1NC(c1cccs1)CC2C(F)(F)F (stereo unspecified),-4.1%
Cc1ccsc1S(=O)(=O)N1CCC(CO)(CC2CCCCO2)CC1 (stereo unspecified),-1.0%
CCCCC1=CC2=CC(=O)C(C)(OC(=O)CC)C(=O)C2=CN1CCc1ccc(Br)cc1 (stereo unspecified),-11.9%[57.5 µM]
CCOC(=O)Cn1c(O)c(N=NC(=O)OC)c2ccccc21,3.3%[57.5 µM]
CN1CCN(CCC(=O)N/N=C/C=C2\N(C)c3ccccc3C2(C)C)CC1,-3.4%
CN(C)C=Nc1nonc1-c1ccccc1,-4.8%[57.5 µM]
O=C(Oc1ccccc1)c1ccc2c(c1)C(=O)N(Cc1ccncc1)C2=O,7.3%[57.5 µM]
Cc1ccc(OCC(=O)Nc2ccc(C)c(S(=O)(=O)N3CCCCC3)c2)c([N+](=O)[O-])n1,-10.3%
Cc1ccc(OCC(=O)Nc2ccc(F)cc2)c([N+](=O)[O-])n1,-9.1%
CN(c1ccccc1C(=O)Nc1ccc2c(c1)OCCO2)S(C)(=O)=O,4.0%
CCOC(=O)C1=C(C)NC(=S)N(C(C)=O)C1c1ccccc1 (stereo unspecified),-26.3%
CC1(C)SC(=S)N(c2ccccc2)C1/[N+]([O-])=C/c1cccc([N+](=O)[O-])c1 (stereo unspecified),4.3%[57.5 µM]
C/C(=N\Nc1ccc2nncn2n1)c1ccccn1,7.4%[57.5 µM]
O=C(CSc1nnc(Cn2nnc3ccccc32)o1)Nc1ccc(Cl)cc1,-3.1%
Cc1onc(-c2ccccc2)c1C(=O)OCC(=O)NCc1ccc(F)cc1,-2.3%
Cc1nnc(SCC(=O)O)o1,-2.3%
COc1ccc2[nH]c(=O)c(CN(CC3CCCO3)C(=S)Nc3ccccc3)cc2c1 (stereo unspecified),-1.7%
CCOC(=O)c1sc(N2N=C(C)C(N=Nc3cccc(C)c3)C2=O)nc1C (stereo unspecified),-6.9%[57.5 µM]
CCC(=O)Nc1cccc(C2=NOC3(C2)C[C@@H](C(N)=O)N(C(=O)c2ccccc2C(=O)c2ccccc2)C3)c1 (stereo partly specified),3.1%[57.5 µM]
COc1ccc(C2=NN(C(N)=S)C(c3ccco3)C2)cc1 (stereo unspecified),13.3%
CCC(=O)N/N=C(\C)CC(=O)Nc1cc(Cl)ccc1C,2.2%
O=C(NC1CCCC1)C(c1ccncc1)N(Cc1ccco1)C(=O)c1ccc(-c2ccccc2)[nH]1 (stereo unspecified),8.1%
C[C@@]12CCC=C[C@H]1[C@H](c1ccc3ccccc3c1/C=C/c1ccccc1)N(Cc1ccccc1)C2=O,-8.4%[57.5 µM]
CCOCC(O)CNc1ccccc1 (stereo unspecified),8.7%
CCN(C(=O)COC(=O)c1cc(-c2ccccc2)nn1-c1ccccc1)C1CCS(=O)(=O)C1 (stereo unspecified),-6.2%
CC(=O)NCC(=O)OCC(=O)N1c2ccccc2Sc2ccccc21,-0.9%
Cc1ccc(C2C3C(=O)N(c4ccc(C)cc4)C(=O)C3N3CCCN23)cc1 (stereo unspecified),-4.5%[57.5 µM]
CCCCC/C=C\C/C=C\C=C\[C@@H](O)C/C=C\CCCC(=O)O,-2.7%
CC(C)Sc1nc(-c2cccs2)nc2c1c(=O)n(C)c(=O)n2C,-7.3%[57.5 µM]
C=CCOC(=O)C1=C[C@H](c2ccccc2)[C@@H](CCCO)[C@H](OCC)O1,-21.6%[57.5 µM]
O=c1[nH]c2ccccc2n1C1=CCNCC1,-1.2%[57.5 µM]
O=C(COC(=O)CNS(=O)(=O)c1cccc(Br)c1)NC(=O)Nc1ccc2c(c1)OCCO2,1.2%
COc1ccc(Cn2c(C)nc3c(c(=O)c4ccccc4n3C)c2=O)cc1,4.2%[57.5 µM]
COc1ccc(NS(=O)(=O)c2ccc(Cl)s2)cn1,-6.4%[57.5 µM]
CC(=O)c1c(C)oc2c1cc(O)c1ccccc12,-1.1%[57.5 µM]
COc1ccc(CC(=O)N/N=C(\C)c2ccccn2)cc1,-0.7%
COc1c(O)ccc(/C=C(\C#N)c2nc3ccccc3[nH]2)c1[N+](=O)[O-],3.2%
O=C(NCCc1cccs1)C1CC1,-6.7%[57.5 µM]
